KCNQ1 pot = potentiates or activates the human KCNQ1 potassium channel; P51787; CHO-K1 KCNQ1, thallium flux FluxOR fluorescence; active compounds read high; B-score at 10 µM; hit rate 0.35% among 310,000; AID 2648;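 active = fluorescence ratio B-score, a plate-corrected score, at least three library SD, with initial intensity B-score within 5 SD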
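Assay system: CHO-K1 cells stably expressing KCNQ1; Medium: assay buffer with matched DMSO; Also added: K+/Tl+ depolarizing stimulus; Dosing: single dose; Timing: dye 90 min, compound 20 min, room temperature; Measured by: kinetic FluxOR thallium fluorescence, 10-s 1-Hz baseline, 110-s post-stimulus read; Read-out: peak-minus-minimum fluorescence over initial fluorescence, negative-control normalized, B-scored.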
KCNQ1 inh = human KCNQ1 channel inhibition | CHO-K1 KCNQ1, FluxOR thallium flux fluorescence; active compounds read high | P51787 | hit rate 1.3% among 310,000 | B-score at 10 µM;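 active = compounds whose thallium flux B-score, printed positive for inhibition, exceeds three library SD while starting fluorescence stays within three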;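 note: channel opened by potassium depolarization with thallium stimulus after 20 min compound exposure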
PolyA inh = inhibitors of polyadenylation in S. cerevisiae; hit rate 0.02% among 300,000; AID 1875; calls only at 12 µM; S. cerevisiae SKY197-pL101 polyadenylation reporter, beta-gal luminescence; efflux-impaired pdr1/pdr3 knockout yeast; score 100 = 6 SD above DMSO;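 active = lowest replicate activity score at least 50, where 100 means six control SD above control mean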;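 note: yeast exposed to compound for 9 h at 30 °C; higher score means more reporter readthrough which indicates perturbed polyadenylation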
TRPC4 inh = blocks the mouse TRPC4 cation channel; HEK293 TRPC4beta/mu-opioid, DAMGO-evoked Fluo4 calcium flux; active compounds read low; B-score at 10 µM; hit rate 0.39% among 300,000; AID 2247;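 active = B-score over 3 SD under the library average, no early fluorescence shift, positive overall ratio signal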
Target sequence (Q9QUQ5 whole entry, looked up): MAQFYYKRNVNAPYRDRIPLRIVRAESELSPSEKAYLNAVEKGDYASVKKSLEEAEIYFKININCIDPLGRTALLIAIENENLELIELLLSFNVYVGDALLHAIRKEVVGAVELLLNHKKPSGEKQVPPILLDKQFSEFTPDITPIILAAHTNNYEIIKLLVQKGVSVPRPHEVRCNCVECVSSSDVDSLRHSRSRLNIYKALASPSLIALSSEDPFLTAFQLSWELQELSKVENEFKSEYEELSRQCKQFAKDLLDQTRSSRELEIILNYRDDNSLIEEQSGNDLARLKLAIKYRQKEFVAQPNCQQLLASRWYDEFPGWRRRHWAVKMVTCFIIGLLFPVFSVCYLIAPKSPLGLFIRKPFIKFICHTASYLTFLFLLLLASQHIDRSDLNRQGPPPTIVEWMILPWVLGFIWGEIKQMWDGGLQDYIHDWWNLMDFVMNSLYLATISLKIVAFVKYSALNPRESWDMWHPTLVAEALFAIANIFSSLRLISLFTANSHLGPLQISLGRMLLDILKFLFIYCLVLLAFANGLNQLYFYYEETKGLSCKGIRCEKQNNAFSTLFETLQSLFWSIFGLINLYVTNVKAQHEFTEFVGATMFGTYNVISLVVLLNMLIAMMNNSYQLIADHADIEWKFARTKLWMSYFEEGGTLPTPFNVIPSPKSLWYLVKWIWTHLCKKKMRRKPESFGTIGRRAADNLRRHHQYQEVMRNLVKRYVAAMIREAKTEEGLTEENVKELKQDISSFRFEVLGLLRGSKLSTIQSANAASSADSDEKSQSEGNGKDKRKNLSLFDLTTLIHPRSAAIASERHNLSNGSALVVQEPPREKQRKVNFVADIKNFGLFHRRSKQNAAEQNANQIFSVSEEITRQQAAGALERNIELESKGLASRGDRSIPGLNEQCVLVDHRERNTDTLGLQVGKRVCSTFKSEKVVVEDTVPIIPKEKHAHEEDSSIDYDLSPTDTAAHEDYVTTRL
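Assay system: HEK293 cells with stable TRPC4beta plus mu-opioid receptor expression; Probe or stimulus: DAMGO in two steps, submaximal then maximal; Dosing: single-point compound dosing; Measured by: Fluo4 calcium-dye fluorescence, kinetic read; Read-out basis: B score from integrated Fluo4 fluorescence ratio.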
KCNK9 inh = blocks the human KCNK9 two-pore domain potassium channel; Q9NPC2; HEK293 KCNK9, FluxOR thallium flux fluorescence; active compounds read low; B-score at 10 µM; hit rate 1.2% among 310,000; AID 488922;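 active = ratio B-score over 3 SD below the library mean, with starting fluorescence within 5 SD of its mean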;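 note: negative B-score means less thallium flux so channel inhibition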
TRPC4 agonist = activators of mouse TRPC4 channel | HEK293 TRPC4beta/mu-opioid, Fluo4 calcium fluorescence; active compounds read high | hit rate 0.49% among 310,000 | Q9QUQ5 | AID 2237 | B-score at 10 µM;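 active = B-score above 5 SD of library B-scores, and initial fluorescence ratio not above library mean plus 5 SD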;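 note: positive B-score marks a calcium rise read as TRPC4 activation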
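Technique: kinetic Fluo4 calcium fluorescence; Test system: TRPC4beta and mu-opioid receptor HEK293 stable cells; Measure: B-scored integrated calcium fluorescence ratio; Benchmarks: low control buffer alone, high control maximal DAMGO; Schedule: 45 min room-temperature Fluo4 loading, 110 s read.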
Platelet DG rel = modulates dense granule release in human platelets. hit rate 0.22% among 300,000. inhibition, %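 (compounds screened at 7.5 µM in platelet-rich plasma)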. human platelet-rich plasma, SFLLRN dense granule ATP release, luminescence;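 active = mean replicate score, as percent of positive control, at or above 50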
KCNK3 block = human KCNK3 channel inhibition, primary screen | O14649 | B-score at 10 µM | AID 602410 | CHO-KCNK3 thallium flux, FluxOR fluorescence; active compounds read low | hit rate 0.84% among 340,000;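 active = B-score under library mean minus 4 SD, starting fluorescence ratio at most library mean plus 5 SD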;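 note: more negative B-score means stronger inhibition of thallium flux through KCNK3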
Dyrk1A ADPGlo = inhibitors of rat Dyrk1A kinase. Q63470. ADP-Glo luminescence, NFATc1 peptide. inhibition, % at 12.5 µM. hit rate 0.43% among 310,000. AID 504441; in the data active = inhibition above about 50%;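 note: plate controls were vehicle with enzyme for no effect and no enzyme for full effect; many of its hits are not listed in these tables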
hERG protect = shields human hERG channel from block by proarrhythmic agents; Q12809; CHO-hERG, FluxOR thallium flux, dofetilide IC70 present; activation (rescue from dofetilide block), less the hit threshold, % at 10 µM; hit rate 0.51% among 310,000; AID 1511;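 active = activation above the mean of controls blocked by dofetilide plus 5 SD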;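 note: thallium influx through hERG after potassium depolarization seen as dye fluorescence rise; in these data hits start at about 4.7%; inactives centre near -7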
TRPC4 PAM = allosteric potentiators of mouse TRPC4 channel; HEK293 TRPC4beta/mu-opioid, DAMGO EC20, Fluo-4 Ca2+ flux; active compounds read high; B-score at 10 µM; hit rate 0.42% among 310,000;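 active = B-score of calcium response area above 5 SD of library B-scores, with initial fluorescence ratio within 5 SD of library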;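 note: B-score of integrated fluorescence ratio over time as area under calcium response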
* marks the source's active call; other numbers are inactive results; i = inactive; x = no result given. An excerpt. The share of hits here may be higher or lower than overall.

SMILES | KCNQ1 pot | KCNQ1 inh | PolyA inh | TRPC4 inh | KCNK9 inh | TRPC4 agonist | Platelet DG rel | KCNK3 block | Dyrk1A ADPGlo | hERG protect | TRPC4 PAM
C[C@H]1CCC(=O)N([C@H](COc2ccccc2)Cc2ccccc2)CC1 | i | i | i | i | i | i | 4 | i | 4 | -15 | i
COc1ccc(NS(=O)(=O)c2cc(NC(=O)c3ccc(=O)[nH]c3)ccc2N2CCCC2)cc1 | i | i | i | i | i | i | -5 | i | 0 | -12 | i
COc1ccc(-n2c(N)cc(=O)[nH]c2=O)cc1 | i | i | i | i | i | i | 26 | x | x | -6 | i
O=C(c1ccco1)c1cn(CC(=O)N2CCCCC2)c2ccccc12 | i | i | i | i | i | i | -4 | i | 1 | -14 | i
O=C(c1ccco1)N1CCN(Cc2cc(=O)c(OCc3ccccc3F)co2)CC1 | i | i | i | i | i | i | 2 | i | 9 | -7 | i
CC(C)(C)c1ccc(C(=O)CSc2ncn[nH]2)cc1 | i | i | i | i | i | i | -13 | i | -7 | -11 | i
COc1cccc(C(=O)NC2CCCc3c2cnn3-c2cc(C)cc(C)c2)c1 (stereo not given) | i | i | i | i | i | i | -3 | i | 8 | -14 | i
O=C1CCN(S(=O)(=O)c2ccccc2)CCN1CCOCc1ccc(F)cc1 | i | i | i | i | i | i | 4 | i | -12 | -9 | i
COc1cccc(-c2nc(C(N)=O)c3[nH]c(=O)n(-c4ccccc4)c3n2)c1OC | i | i | i | i | i | i | 13 | i | 0 | -16 | i
Cc1ccc(NC(=O)CS(=O)CC(=O)N(CC(=O)NC2CCCC2)c2cc(C)ccc2C)cc1 (stereo not given) | i | i | i | i | i | i | -1 | i | 10 | -5 | i
O=C(Nc1ccccc1)C1CC2CCC1C2 (stereo not given) | i | i | i | i | i | i | -8 | i | 8 | -4 | i
Cc1[nH][nH]c(=O)c1N=Nc1ccccc1C#N | i | i | i | i | i | i | 7 | x | x | -7 | i
O=C(Nc1ccccc1F)C1CCCN1S(=O)(=O)c1cccc2nsnc12 (stereo not given) | i | i | i | i | i | i | -1 | i | 9 | -5 | i
Cc1ccc(C2NC(=O)c3ccccc3O2)cc1 (stereo not given) | i | i | i | i | i | i | 2 | i | 3 | -3 | i
O=C(c1ccncc1)N1CCN(S(=O)(=O)c2cc(C(F)(F)F)cc(C(F)(F)F)c2)CC1 | i | 6* | i | i | i | i | 27 | i | -2 | -22 | i
O=C(Cn1cccc1C(=O)c1ccccc1)NCc1ccccc1 | i | i | i | i | i | i | -2 | i | 5 | -10 | i
CCC(=O)Nc1ccc2nc(C)n(CC(=O)Nc3ccccc3)c(=O)c2c1 | i | i | i | i | i | i | 3 | i | 7 | -13 | i
CC(C)NC(=O)c1cnc(Sc2ncc(C(F)(F)F)cc2Cl)n1C | i | i | i | i | i | i | 3 | i | 11 | -3 | i
O=C(CN1C(=O)c2ccccc2S1(=O)=O)NC1CCCC1 | i | i | i | i | i | i | -2 | i | 4 | 4 | i
COc1ccc(C(=O)COC(=O)c2ccc3c(c2)NC(=O)CS3)c(OC)c1 | i | i | i | i | i | i | -6 | i | -5 | -9 | i
CC(C)CC(NC(=O)CNC(=O)C1O[C@@H]2OC(C)(C)O[C@@H]2[C@H]2OC(C)(C)O[C@@H]12)C(=O)O (stereo not given in full) | i | i | i | i | i | i | 2 | i | x | -5 | i
CCOc1ccccc1NC(=O)NCc1ccc(F)cc1 | i | i | i | i | i | i | -5 | i | 2 | -10 | i
O=C(Cc1cccs1)NCc1ccccc1 | i | i | i | i | i | i | 13 | i | 5 | -7 | i
Cc1ccc(CN2CCNC(=O)C2CC(=O)N(C)CCc2cnn(C)c2)cc1 (stereo not given) | i | i | i | i | i | i | 4 | i | -5 | -4 | i
Cc1sc2nc3c(C(=O)N4CCCC4)cc(C(=O)c4ccccc4O)cn3c(=O)c2c1C | i | i | i | i | i | i | 0 | i | 10 | -10 | i
Cc1nc2ncnn2c(C)c1Cc1cccc(F)c1 | i | i | i | i | i | i | 2 | i | -6 | -5 | i
CCOC(=O)CSc1nnc(-c2cccc(Br)c2)o1 | i | i | i | i | i | i | -9 | i | 18 | -3 | i
COC(=O)CNC(=O)COC(=O)c1cc(F)c(F)cc1Cl | i | i | i | i | i | i | 3 | i | -8 | -3 | i
CC(=O)c1cccc(NC(=O)COc2cc3oc(=O)c(CC(C)O)c(C)c3cc2Cl)c1 (stereo not given) | i | i | i | i | i | i | 3 | i | 8 | -13 | i
COc1ccc(NC(=O)CSCC(=O)N2c3ccccc3CCc3ccccc32)cc1 | i | i | i | i | i | i | 2 | i | 2 | -4 | i
Cc1cccnc1NC(=O)C(C)N1C(=O)c2ccccc2C1=O (stereo not given) | i | i | i | i | i | i | -2 | i | -9 | -2 | i
CN1CCc2nc(SCCOc3ccccc3)c(C#N)cc2C1 | i | i | i | i | i | i | -7 | i | 3 | -6 | i
CC(C)Cn1nc(NC(=O)c2ccco2)c2cc3ccccc3nc21 | i | i | i | i | i | i | -2 | i | -1 | -2 | i
Cc1c(Cl)cccc1NC(=O)CC(Cc1ccccc1)C(=O)O (stereo not given) | i | i | i | i | i | i | 15 | i | -3 | 0 | i
CS(=O)(=O)NCC(c1cccnc1)N1CCN(c2ccccc2F)CC1 (stereo not given) | i | i | i | i | i | i | -3 | i | 15 | -10 | i
CCCc1cc(=O)oc2cc(OCC(=O)Nc3cc(C)on3)ccc12 | i | i | i | i | i | i | 7 | i | 1 | -4 | i
Cc1ccc(NC(=O)O/N=C/c2c(C)nn(C(C)(C)C)c2C)cc1Cl | i | i | i | i | i | i | -3 | i | 0 | -5 | i
N#CC(C#N)=C(Nc1ccc(F)cc1)SCc1cccc(F)c1 | i | i | i | i | i | i | 26 | i | 2 | -17 | i
COc1ccc2nc(NC(=O)CSc3n[nH]c(N)n3)sc2c1 | i | i | x | i | i | i | 0 | i | 17 | -19 | i
O=c1[nH]nc(Sc2ncnc3sccc23)n1CCc1ccccc1 | i | i | i | i | i | i | 4 | i | -6 | -8 | i
Cc1ccccc1N1CCN(S(=O)(=O)c2nnc(NC(=O)CC(C)C)s2)CC1 | i | i | i | i | i | i | -1 | i | -2 | 0 | i
CCN(CC(=O)NCc1cccs1)C(=O)CCC(=O)c1ccc(F)cc1 | i | i | i | i | i | i | -21 | i | -8 | -11 | i
CC(C)C(=O)Nc1nnc(SCC(=O)NCC2CCCO2)s1 (stereo not given) | i | i | i | i | i | i | 15 | i | 1 | -10 | i
O=C(NCCc1ccc(Cl)cc1)C1CC(=O)N(C2CCCC2)C1 (stereo not given) | i | i | i | i | i | i | 4 | i | -14 | -6 | i
O=C(O)CC(c1ccccc1)N1C(=O)c2cccc([N+](=O)[O-])c2C1=O (stereo not given) | i | i | i | i | i | i | 9 | i | 0 | -1 | i
O=C(O)/C=C/c1ccc(S(=O)(=O)NCc2cccnc2)cc1 | i | i | i | i | i | i | 1 | i | -4 | -7 | i
COCC(=O)Nc1ccc(S(=O)(=O)Nc2nccs2)cc1 | i | i | i | i | i | i | -6 | i | 11 | -5 | i
COC(=O)c1ccc(CNC(=O)COC(=O)C23CC4CC(CC(C4)C2)C3)cc1 | i | i | i | i | i | i | 2 | i | -4 | -3 | i
CN(Cc1ccccc1)C(=O)COC(=O)C1CCN(S(=O)(=O)c2cccs2)CC1 | i | i | i | i | i | i | -3 | i | -3 | -2 | i
CCc1cc2ccccc2nc1SCC(=O)N1CCN(C(=O)c2ccco2)CC1 | i | i | i | i | i | i | 1 | i | 4 | -10 | i
CC(C)CCN(CCC(C)C)C(CO)(CO)CO | i | i | i | i | i | i | 2 | i | 3 | -5 | i
CCOC(=O)c1cc2c(=O)n3cccc(C)c3nc2n(CCOC)c1=NC(C)=O | i | i | i | i | i | i | 5 | i | x | -4 | i
C[C@@H](NC(=O)c1nc[nH]c1C(=O)N[C@@H](Cc1ccccc1)C(=O)OCc1ccccc1)c1ccccc1 | i | i | i | i | i | i | 15 | i | 2 | -10 | i
Cc1ccccc1-c1ccccc1N | i | i | i | i | i | i | -1 | i | -15 | -14 | i
Cc1ccc(CN2CCN(/N=C/c3ccc(C)s3)CC2)cc1 | i | i | i | i | i | i | -3 | i | -11 | -8 | i
COc1cc(C2c3c(oc4ccccc4c3=O)C(=O)N2c2ccc(C)cn2)ccc1O (stereo not given) | i | i | i | i | i | i | 4 | i | 14 | -7 | i
O=C(NCc1n[nH]c(=S)n1-c1cccc(Cl)c1)c1ccc(S(=O)(=O)N2CCCCC2)cc1 | i | i | i | i | i | i | 1 | i | 4 | -8 | i
COc1cc(CNCCc2ccccc2)cc(Cl)c1OCc1ccccc1 | i | 7* | i | i | i | i | 4 | i | -7 | -26 | i
CCCCn1c(N)c(N(CCOC)C(=O)c2cc(-c3ccco3)nc3ccccc23)c(=O)[nH]c1=O | i | i | i | i | i | i | -3 | i | -2 | -9 | i
CC(=O)Nc1nc(NCc2ccccc2Cl)n(-c2ccccc2)n1 | i | i | i | i | i | i | 3 | i | 5 | -7 | i
c1ccc(COc2cccc(CNCc3ccccn3)c2)cc1 | i | i | i | i | i | i | 2 | i | 2 | -7 | i
COc1ccc(-c2cnnc(N/N=C/c3ccc(O)cc3)n2)cc1 | i | i | i | i | i | i | 7 | i | 34 | -7 | i
Cc1c(C(=O)N2CCCCC2)nn(-c2ccc(Cl)cc2)c(=O)c1C#N | i | i | i | i | i | i | -5 | i | x | -10 | i

Given as a markdown table: three of the compounds above.
| Structure | KCNQ1 pot | KCNQ1 inh | PolyA inh | TRPC4 inh | KCNK9 inh | TRPC4 agonist | Platelet DG rel | KCNK3 block | Dyrk1A ADPGlo | hERG protect | TRPC4 PAM |
| --- | --- | --- | --- | --- | --- | --- | --- | --- | --- | --- | --- |
| O=C(c1ccncc1)N1CCN(S(=O)(=O)c2cc(C(F)(F)F)cc(C(F)(F)F)c2)CC1 | i | 6* | i | i | i | i | 27 | i | -2 | -22 | i |
| O=C(Cn1cccc1C(=O)c1ccccc1)NCc1ccccc1 | i | i | i | i | i | i | -2 | i | 5 | -10 | i |
| CCC(=O)Nc1ccc2nc(C)n(CC(=O)Nc3ccccc3)c(=O)c2c1 | i | i | i | i | i | i | 3 | i | 7 | -13 | i |

Compound activity as filed in PubChem BioAssay.
